NCI-60 one-dose screen, 48 h, at 10 µM unless noted. Numbers give growth in % (100 = growth as untreated, 0 = no growth, -100 = all killed).
UACC-257 – UACC-257 melanoma; AID 1794764; hit rate 4.4% among 78,000
M14 – M14 melanoma; hit rate 6.2% among 80,000; AID 1794745
A549/ATCC – A549/ATCC NSCLC | hit rate 3.7% among 81,000 | AID 1794740
SK-MEL-5 – SK-MEL-5 melanoma; AID 1794755; hit rate 6.4% among 80,000
EKVX – EKVX NSCLC; hit rate 3% among 71,000
UACC-62 – UACC-62 melanoma; hit rate 5.4% among 81,000; AID 1794756
MALME-3M – MALME-3M melanoma; hit rate 5.8% among 78,000; AID 1794766
SK-MEL-2 – SK-MEL-2 melanoma | hit rate 4.7% among 77,000
The depositor's hits bear a star; x = no result given; & = joins results of further samples. Rule for the calls: active = growth percent below 10; inactive = the rest.

SMILES	UACC-257	M14	A549/ATCC	SK-MEL-5	EKVX	UACC-62	MALME-3M	SK-MEL-2
Oc1c(Cl)c(Cl)c2ncccc2c1Cl	107	112	97	103	116	87	145	106
Fc1ccc(/C=N/Nc2ncc(-c3cc4cc5c(cc4o3)OCO5)s2)cc1	97	91	77	95	88	93	98	107
CNCCCNc1nc2ccccc2c2c(=O)c3cc(OC)ccc3sc12	99	30	76	92	87	99	99	113
Cc1cc(C)c(S(=O)(=O)Cl)c(C)c1	104	109	107	100	x	106	x	97
COc1ccc2c(c1)c(/C(O)=C1\COC(=O)C1=O)cn2Cc1ccc(F)cc1	96	116	101	98	106	89	106	86
CS(=O)(=O)c1cccnn1	108	103	104	93	77	91	89	99
O=C(O)C(O)C(O)C(O)C(O)CO (stereo unspecified)	105	106	102	103	x	101	113	106
NNC(=O)c1csnn1	82	102	69	103	100	102	103	93
COc1cc(-c2cc(C(=O)Nc3nc4cc(C)c(C)cc4s3)nc3cc(-c4ccccc4)nn23)cc(OC)c1OC	104	111	87	114	105	105	114	x
COc1cc(-c2nnc(-c3ccncc3)o2)cc(OC)c1OC	117	98	101	102	114	100	103	95
CCOC(=O)/C=C/c1cc2cc(-c3csc4ccccc34)ccc2[nH]1	69	68	55	88	73	67	77	101
CCOC(=O)CC1CSC(Nc2cc(C(F)(F)F)cc(C(F)(F)F)c2)=N1 (stereo unspecified)	96	92	97	107	91	98	110	102
O=C(COC(=O)C1=NN(c2ccccc2)C(=O)CC1)Nc1ccc2c(c1)OCCO2	x	100	100	104	114	105	110	84
CC(=O)OCC1OC(n2ccc(-n3cncn3)nc2=O)CC1N=[N+]=[N-] (stereo unspecified)	89	109	x	x	x	112	109	x
NS(=O)(=O)c1ccc(N2N=C(c3ccc(NC(=O)Nc4ccccc4)cc3)CC2c2ccc(Br)cc2)cc1 (stereo unspecified)	-17*	-69*	-58*	-100*	-96*	-96*	-97*	-76*
CC(C)=Cc1oc2c3c(c(O)c4ccccc4c(=O)c13)C(=O)c1ccccc1-2	99	97	93	99	x	105	104	91
Cc1ccc(S(=O)(=O)NC(=O)n2ccc3cccnc32)cc1	99	109	98	101	90	108	108	103
COc1cc(-c2csc(Nc3cc(NCCCN4CCN(C)CC4)nc(C)n3)n2)cc(OC)c1OC	89	90	65	91	84	90	94	75
COc1ccc(-c2cc(-c3ccc(Nc4nc(Nc5ccc(Cl)cc5)nc(Nc5ccc(Cl)cc5)n4)cc3)nc(N)c2C#N)cc1	-13*	25	37	-67*	-27*	42	-70*	13
CCC1(c2ccccc2)C(=O)Nc2ccc(C)cc21 (stereo unspecified)	94	103	93	94	97	85	100	99
Nc1nc(N)c2c(ccc3c2ccn3Cc2cccc([N+](=O)[O-])c2)n1	-79*	-83*	-83*	-98*	-94*	-95*	-83*	-92*
N#CC1=C(c2cccs2)Nc2c(c(-c3ccccc3)nn2-c2ccccc2)C12C(=O)Nc1ccc(Br)cc12 (stereo unspecified)	36	-72*	-9.7*	0.4*	7.4*	-52*	-19*	-17*
FC(F)(F)c1nn[nH]n1	110	112	94	103	99	107	100	112
CC(C)NCC(C)(C)[N+](=O)[O-]	x	99	99	101	x	103	94	101
CS(=O)(=O)Nc1ccc(-c2ccc3c(c2)ncn3-c2ccc(NC(=O)Nc3ccc(Br)cc3)cc2)cc1	-17*	4.3*	12	-86*	-0.5*	-36*	-20*	-52*
Cc1nnc(SCC2=C(C(=O)O)N3C(=O)[C@@H](NC(=O)Cn4cnnn4)[C@H]3SC2)s1	98	104	x	96	101	98	110	111
O=C1c2ccccc2C(=O)N1N(c1ccccc1)c1ccccc1	115	111	110	104	91	96	x	103
CCCCCCCCCCCC(=O)OCCCC	x	106	101	103	x	109	112	116
CCOC(=O)Oc1ccc([N+](=O)[O-])c(C=O)c1	98	103	93	108	116	113	107	x
COc1cccc(Cn2c(-c3cncs3)nc3ccccc32)c1	102	119	97	93	x	100	110	114

Sorted by molar mass (ascending): some entries from above.
SMILES	UACC-257	M14	A549/ATCC	SK-MEL-5	EKVX	UACC-62	MALME-3M	SK-MEL-2
Fc1ccc(/C=N/Nc2ncc(-c3cc4cc5c(cc4o3)OCO5)s2)cc1	97	91	77	95	88	93	98	107
O=C(COC(=O)C1=NN(c2ccccc2)C(=O)CC1)Nc1ccc2c(c1)OCCO2	x	100	100	104	114	105	110	84
Cc1nnc(SCC2=C(C(=O)O)N3C(=O)[C@@H](NC(=O)Cn4cnnn4)[C@H]3SC2)s1	98	104	x	96	101	98	110	111

More compounds
SMILES	UACC-257	M14	A549/ATCC	SK-MEL-5	EKVX	UACC-62	MALME-3M	SK-MEL-2
C[C@@H]1[C@@H]2[C@H]3CC[C@@H]4[C@@]5(C)C/C(=C/c6ccco6)C(=O)C(C)(C)[C@@H]5CC[C@@]4(C)[C@]3(C)CC[C@]23CO[C@]1(C)[C@@H](C(=O)/C=C\c1ccco1)C3	50	78	98	72	111	45	47	107
COc1ccc(Cc2nnc(SCC(=O)c3ccc(C)cc3)n2-c2ccccc2)cc1	101	x	95	98	x	95	88	90
COc1ccc(OC)c(Cn2cc3c(c2-c2ccccc2)CCCc2cnoc2-3)c1	106	98	97	100	98	88	110	104
N#Cc1c(-c2ccc(Cl)cc2)nc(SCC(=O)Nc2nc(-c3ccccc3)cs2)[nH]c1=O	93	90	93	96	96	73	120	87
C(=N\OCCc1ccccc1)/c1ccccn1	104&109	117&115	101&102	111&113	106&115	107&110	96&153	104&124
CC(C)OC(=O)c1ccc2n1CCc1cnc(NC3CCCC3)nc1-2	115	94	104	101	107	102	93	111
CNC(=O)NCC1OC(n2cnc3c(NC(=O)Nc4ccccc4)ncnc32)C(O[Si](C)(C)C(C)(C)C)C1O[Si](C)(C)C(C)(C)C (stereo unspecified)	43	33	23	48	23	42	49	57
O=C(NCc1ccccn1)C(O)C(Cc1ccccc1)N(Cc1ccccc1)Cc1ccccc1 (stereo unspecified)	92	x	59	81	60	57	98	97
Cc1cc(F)ccc1S(=O)(=O)Nc1ccc(-c2cnc(N)[nH]2)cc1	95	101	98	99	94	88	85	x
CCOC(=O)c1cnc2cc(Cl)c(F)cc2c1Nc1cccc(S(=O)(=O)NC)c1	103	108	101	86	97	87	105	101
C[C@H](NC(=O)[C@@H]1CCCN1C)[C@H](Oc1ccc2c(cnn2-c2ccc(F)cc2)c1)c1ccc2c(c1)OCCO2	95	52	64	62	49	79	59	99
CC(=O)O[C@H]1CC[C@]2(C)C3=C(C(=O)C[C@H]2C1(C)C)[C@]1(C)CC[C@H]([C@H](C)CCC(=O)O)[C@@]1(C)CC3=O	113	99	101	102	91	106	98	95
O=[N+]([O-])c1ccc(NS(=O)(=O)c2ccc(Cl)c(Cl)c2)cc1	x	79	75	40	x	39	88	x
COc1ccc(-c2cc(-c3c(C)oc4c(OC)c5occc5c(OC)c4c3=O)[nH]c(=O)c2C#N)cc1OC	x	80	93	80	105	x	124	86
CCN(CCO)CCCOc1ccc2c(Nc3cc(CC(=O)Nc4cccc(F)c4)[nH]n3)ncnc2c1	-23*	4.9*	24	63	52	-4.9*	-18*	x
COc1ccc(SC2c3cc(OC)ccc3Oc3nc(N)c(C#N)c(N)c32)cc1 (stereo unspecified)	120	80	96	60	76	65	91	95
Cc1ccc(S(=O)(=O)NNC(=O)c2ccccc2N)cc1	84	105	95	101	110	87	98	106
c1ccc2c(c1)CN(CCCN1CCOCC1)C2	94	97	97	99	100	97	100	105
NC(=S)N/N=C/CCC/C=N/NC(N)=S	94	99	104	100	x	102	108	112
O=[N+]([O-])c1ccc(Cc2nc3ccccc3s2)cc1	100	105	95	98	101	98	103	125
CCC(\C=N/N=C(N)/C(N)=N/N=C\C(CC)CC)CC	99	112	103	111	129	98	119	113
COc1cc(C2CC(c3ccc4c(c3)OCO4)=NN2c2ccccc2)cc(OC)c1OC (stereo unspecified)	90	92	98	86	89	77	x	108
c1coc([C@@H]2C[C@@H]3Cc4ccc5ccccc5c4N2O3)c1	99	108	95	101	103	103	98	x
CC(NC(=O)C(C)Oc1ccc(Cl)cc1Cl)C(=O)O (stereo unspecified)	95	92	116	101	96	92	99	97
C[N+]1=C(/C=C\C=C\c2ccccc2)C(C)(C)c2ccccc21	8.9*	20	28	-40*	31	-16*	-18*	11
O=C1C=CN2CC=C[C@H]2[C@H]1O	77	98	90	107	99	93	104	x
O=S(=O)(c1ccc(F)cc1)c1nc(-c2ccccc2)oc1SCc1ccc(F)cc1	76	85	59	81	70	56	100	90
NC(N)=Nc1nc2ccccc2[nH]1	111	104	97	104	103	100	118	101
CC(c1ccc(-n2cccn2)cc1)c1cnc(N2CCc3ccc(C(N)=O)cc3C2)s1 (stereo unspecified)	49	46	66	19	54	57	72	52
CCCCN1C(=O)/C(=c2\sc3n(c2=O)C2C(NN=3)N(CC)C(=O)N2CC)c2cccc(C)c21 (stereo unspecified)	89	27	57	30	47	39	54	98

Single records (already shown). Values in the order: UACC-257 | M14 | A549/ATCC | SK-MEL-5 | EKVX | UACC-62 | MALME-3M | SK-MEL-2
Record of `O=S(=O)(c1ccc(F)cc1)c1nc(-c2ccccc2)oc1SCc1ccc(F)cc1` : 76 | 85 | 59 | 81 | 70 | 56 | 100 | 90
Record of `NC(N)=Nc1nc2ccccc2[nH]1` : 111 | 104 | 97 | 104 | 103 | 100 | 118 | 101
Record of `COc1cc(C2CC(c3ccc4c(c3)OCO4)=NN2c2ccccc2)cc(OC)c1OC` (stereo unspecified) : 90 | 92 | 98 | 86 | 89 | 77 | x | 108
Record of `c1coc([C@@H]2C[C@@H]3Cc4ccc5ccccc5c4N2O3)c1` : 99 | 108 | 95 | 101 | 103 | 103 | 98 | x
Record of `O=[N+]([O-])c1ccc(Cc2nc3ccccc3s2)cc1` : 100 | 105 | 95 | 98 | 101 | 98 | 103 | 125

Going on with the list:
SMILES	UACC-257	M14	A549/ATCC	SK-MEL-5	EKVX	UACC-62	MALME-3M	SK-MEL-2
CCOCc1nc2ccccc2c(=O)[nH]1	108	96	100	104	96	102	90	113
COc1c(O)c(OC)c(Br)c(Br)c1Br	104	102	103	x	112	113	130	96
Nc1nc(Nc2ccccc2O)nc(C(Cl)(Cl)Cl)n1	106	104	102	97	103	92	116	126
CC(C)CCSC(=N)N	95	99	81	97	107	97	103	88
CC(=O)N1N=C(c2ccc(Nc3nc(Nc4ccc(Cl)cc4)nc(Nc4ccc(Cl)cc4)n3)cc2)CC1c1ccc(N(C)C)cc1 (stereo unspecified)	96	98	81	70	91	91	91	67
CCOC(=O)c1cc(C(=O)OCC)n2c1ccc1c3ccccc3ccc12	109	103	112	104	101	91	101	112
CCc1c(C)c2cc3c(oc(=S)n3C/C=C\c3ccccc3)c(C)c2oc1=O	107	101	98	98	98	91	99	105
COc1ccc2oc(C3CCc4ccccc43)cc2c1 (stereo unspecified)	109	90	105	89	91	88	99	105
CC(=O)C1C(=O)C=C(C)OC1=O (stereo unspecified)	107&97	115&97	102&100	104&98	115&97	99&100	98&100	106
O=C(CN1CCOCC1)n1cnc2ccccc21	108	96	106	98	90	93	99	94
CCCCCc1ccc(S(=O)(=O)Nc2cc(-c3csc(NC(C)=O)n3)ccc2N2CCN(C)CC2)cc1	-22*	-52*	56	30	78	-56*	-47*	81
O=C(c1ccc(F)cc1)c1cc2ccccc2o1	101	102	96	95	95	94	97	101
CCC(C)CC(C)C(=O)c1c(O)ccn(O)c1=O (stereo unspecified)	27	15	23	25	x	3.0*	42	42
CCc1cc2c(cc1Cl)nc1c(=O)[nH]c(=O)nc-1n2CCOCC(C)(C)C	73	62	76	40	71	76	-9.7*	97
C=CCn1c2ccc(Br)cc2c2c3c(c4c5ccccc5ccc4c21)C(=O)NC3=O	112	99	101	97	97	107	100	103
CC(Br)C(OC(=O)c1ccco1)c1cc2c(cc1Br)OCO2 (stereo unspecified)	x	x	68	89	76	x	99	93
O=C(Cn1c2ccccc2c2ccncc21)N/N=C/c1cc(O)c(O)c(O)c1	99	110	101	101	109	103	112	99
Cc1c(C)c(N2C(=O)c3c(F)c(F)c(F)c(F)c3C2=O)c(C)c2c1OC(C)(CCCC(C)CCCC(C)CCCC(C)C)CC2 (stereo unspecified)	100	102	96	105	110	103	x	103
CN(C)c1ccc(C2NNC(=S)N2)cc1 (stereo unspecified)	107	103	103	95	87	92	100	107
COc1cc2cc3c(nc2cc1OC)CCN3Cc1ccc(NC(=O)Nc2ccccc2)cc1	92	92	88	79	x	74	113	94
Cc1cccc(/C=N/N=C2\C(=O)Nc3ccc(Br)cc32)c1	104	x	95	98	75	86	85	101
CCCCCCCCCCCCCCCCCC(=O)Oc1ccc2ccccc2c1	101	91	96	103	90	102	89	102
COc1ccccc1NCc1ccc(CO)n1-c1ccc(O)cc1	102	108	102	95	108	95	101	114
CCc1ccc(C(=Nc2ccc(N(C)C(=O)CN3CCN(C)CC3)cc2)c2c(O)[nH]c3ccc(C(=O)OC)cc23)cc1	-67*	-87*	-29*	-98*	-17*	-57*	-92*	-55*
O=c1cc(OCCCCSC(=S)N2CCCCC2)c2ccccc2o1	71	102	82	86	90	65	103	86
O=S(=O)(Cc1ccccc1)NC1c2ccccc2Oc2ccccc21	106	105	98	x	113	88	98	109
CCc1nn2c(-c3ccc(Cl)cc3C)c(-c3cc(OC)c(OC)c(OC)c3)nc2s1	103	77	83	70	x	60	68	70
O=[N+]([O-])c1cccc(C2NC(=S)Nc3c2sc2ccc(Cl)cc32)c1 (stereo unspecified)	100	97	98	96	74	91	83	109
CCCC1(c2ccccc2)NC(=O)NC1=O (stereo unspecified)	108	x	119	99	118	97	121	103
O=[N+]([O-])c1ccccc1-c1ccc(Cl)cc1	107	122	104	102	103	96	127	108
C=CCN1[C@@H]2CC3CN4C(=O)C(=O)N5c6cccc7c6[C@](O)(CCC7)[C@H]2[C@@]45[C@]31C(=O)OCC (stereo partly specified)	101	76	102	81	84	88	96	108

Source: PubChem (NCI)
